DENV2 CPE rescue – inhibitors of DENV2 cytopathic effect | 350,000 compounds, 1.7% hits | CPE inhibition, % at 9.99 µM | DENV2-infected cells, cytopathic effect rescue, plate reader; in the data active = CPE inhibition above about 20%, passing the limit was not always enough; inconclusive = no clear call, values can overlap the other calls; tested in BHK-21 cells;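 also: 0% = median of neutral control wells and 100% = median of positive control wells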
CFTR F508del cor – correctors of CFTR F508del function in bronchial epithelial cells; 350,000 compounds, 0.36% hits; activity (quench increase), % at 7.58 µM; AID 720511; CFBE cells, YFP halide quenching; stimulated with forskolin plus potentiator P3; % fluorescence drop versus neutral controls;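 active = mean added fluorescence quench of at least 8% versus neutral control, with both replicates also reaching 8%; inconclusive = only one of the mean or replicate conditions met; inactive = mean below 8% and not both replicates reaching 8%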;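 also: cells transiently co-express mutant CFTR-F508del with the halide-sensitive YFP; corrector assay measuring rescue of mutant channel to the surface after 24 h compound exposure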
INS-1E GSIS act – GLuc luminescence reporter in INS-1E cells, primary screen for activators of glucose-dependent secretion of insulin | INS-1E GLuc reporter insulin secretion, 2-3 h | activation, % at 16.6 µM | 370,000 compounds, 0.61% hits;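 active = lowest replicate activation of at least 40%, so every replicate reaches that level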;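 also: 0% = median of neutral control wells and 100% = median of IBMX positive control wells; some compounds called inactive have numbers as strong as hits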
PAX8 inh HTS – lowers PAX8-driven luciferase in RMG-I cells; RMG-I TPO-luciferase reporter, SteadyGlo, 24 h; inhibition, % at 12.6 µM; 360,000 compounds, 1.2% hits; AID 652154;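 active = mean replicate inhibition at least 60% with every replicate also reaching 60%; inconclusive = only one of the two criteria is met; inactive = mean below 60% and not all replicates reaching 60%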;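 also: luciferase light reporting Pax8 driven TPO promoter activity; plate controls were median of neutral control wells for no effect and mitoxantrone controls for full effect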
miR122 inh – blocks miR-122 activity in Huh7 sensor cells; AID 602342; 340,000 compounds, 0.3% hits; activation (reporter increase), % at 12.5 µM; Huh7 miR-122 Renilla luciferase sensor, 48 h; neutral wells = 0, positive control = 100;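 active = mean replicate activation score at least 90 and every replicate individually at or above 90; inconclusive = only one of the two criteria met; inactive = neither criterion met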;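 also: higher luciferase means less miR-122 activity so hits act as miR-122 inhibitors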
EWS-Fli inh – EWS/Fli transcriptional activity inhibition. A673 NR0B1-luciferase reporter, viability-normalised. 350,000 compounds, 0.67% hits. inhibition, % at 12.6 µM;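 active = mean inhibition of at least 50% after viability correction, with every replicate also passing that limit; inconclusive = mean reaches 50% but only one of two replicates passes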;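 also: firefly luciferase signal divided by Alamar Blue viability fluorescence both relative to DMSO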
FN deposition inh – fibronectin deposition inhibition; AH1F fibroblasts, Alexa488-fibronectin deposition fluorescence, overnight; inhibition, % at 12.6 µM; 350,000 compounds, 0.086% hits;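 active = mean inhibition across replicates of 30% or more, regardless of how many single replicates reach that level; inconclusive = mean under 30% yet at least half of replicates reach 30%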;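 also: positive control wells lacked labelled fibronectin entirely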
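Assay system: AH1F fibroblast monolayer, labelled fibronectin deposition. Amount: 10000 cells per well. Also added: labelled fibronectin 24 nM. Compound: single-point pinned compound. Incubation: cell attachment 1 h, compound and FN exposure overnight. Detection: fluorescence after three HBSS washes, excitation 485 nm, emission 525 nm. Read-out: inhibition of fibronectin deposition signal.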
Active calls of the source: *; u = inconclusive; x = no result given; [ ] = dose if it differs, or a comment.

SMILES	DENV2 CPE rescue	CFTR F508del cor	INS-1E GSIS act	PAX8 inh HTS	miR122 inh	EWS-Fli inh	FN deposition inh
CC(Sc1ccccc1)C(=O)N1CCN(S(=O)(=O)c2ccccc2C(F)(F)F)CC1 (stereo not drawn)	-10.1	1.5	-0.4	2.1	-0.8	2.9	x
CCOC(=O)c1c(C)[nH]c(C)c1S(=O)(=O)NCC1CCN(Cc2cccc(Cl)c2)CC1	3.2	4.3	4.1	12.1	0.9	x	-7.1
Cn1cc(S(=O)(=O)NC2CCCC2)c(=O)n(C)c1=O	-1.3	-1.0	-0.9	0.1	x	-3.0	6.0
CCCCOCCCNC(=O)C[C@@H]1C[C@@]2(C(=O)OCC)CCC=C2N(Cc2ccc(Cl)cc2Cl)C1=O	4.3	-0.7	-20.3	34.4	x	16.9	14.9
COc1cc(CNCc2ccccn2)ccc1OCc1ccc(Cl)cc1	x	x	-2.3	-19.1	1.1	-11.1	x
CS(=O)(=O)Nc1cccc(C2=NN(C(=O)c3ccccc3Cl)C(c3ccccc3O)C2)c1 (stereo not drawn)	x	x	-7.5	11.8	x	x	4.3
O=C(C[C@H]1CC[C@H]2[C@@H](COC[C@@H](O)CN2C(=O)c2ccccc2F)O1)N1CCOCC1	-4.9	-1.4	5.9	8.1	0.2[16.7 µM]	-7.8	-0.2
O=C(Nc1cc(F)ccc1F)N1CCCCN2[C@H](CO)[C@H](c3ccc(-c4ccccc4)cc3)[C@@H]2C1	8.3	3.2	-39.3	-18.1	-14.2[16.7 µM]	x	x
Cc1noc(C)c1S(=O)(=O)N(C)C[C@H]1Oc2c(cccc2N(C)C)C(=O)N([C@@H](C)CO)C[C@@H]1C	-5.8	1.1	-5.4	-7.2	1.9[16.7 µM]	-2.6	6.4
COc1ccc(NC(=O)Nc2ccc3c(c2)C(=O)N([C@H](C)CO)C[C@@H](C)[C@@H](CN(C)Cc2ccncc2)OCCCC[C@@H](C)O3)cc1	5.8	0.1	-17.9	-11.6	1.1[16.7 µM]	1.2	x
COc1ccc(CNC(=O)Cn2cc(C(F)(F)F)ccc2=O)cc1	x	x	6.8	11.1	x	x	5.6
COc1ccc(O)c(C(c2c(C)[nH][nH]c2=O)c2c(C)[nH][nH]c2=O)c1	2.2	-0.1	-7.6	96.7*	x	10.1	2.1
Cc1ccc(C)c(NC(=O)CCc2nnc3ccc(NCc4ccco4)nn23)c1	-0.6	-0.1	3.5	1.7	-11.3	16.5	-8.2
CCC(C)(C)C1CCC2(CC1)NC(=O)N(CC(=O)N1CCN(c3ccccc3OC)CC1)C2=O (stereo not drawn)	12.2	-2.9	-28.1	-1.2	-2.1	7.4	4.6
Cc1sc2nc(CSCC(=O)Nc3ccc(Cl)cc3F)[nH]c(=O)c2c1C	-4.1	3.5	-9.3	-6.8	2.0	-1.5	0.4
CCS(=O)(=O)N1CCCCN2[C@H](CO)[C@@H](c3ccc(C#CC(C)(C)O)cc3)[C@H]2C1	22.1*	-0.6	3.6	13.2	-1.8[16.7 µM]	-13.3	x
CCCCN(C)C(=O)Cn1nc(Cc2ccncc2)c2ccccc2c1=O	-4.0	0.5	7.8	-5.7	-4.3	7.0	-0.3
CCc1ccccc1NC(=O)CSc1nc2n[nH]c(C)c2c(=N)n1-c1cccc(OC)c1	x	1.1	-18.7	x	-4.6	17.8	x
COc1ccc(CN(C)C[C@@H]2Oc3c(NS(=O)(=O)c4ccc(OC)cc4)cccc3C(=O)N([C@@H](C)CO)C[C@@H]2C)cc1	-4.4	-1.3	7.9	x	10.3[16.7 µM]	0.8	x
Nc1nn(-c2cccc(F)n2)cc1-c1ccc(Cl)cc1	-1.1	-0.8	2.1	-91.5	-0.1	0.5	2.5
COc1ccccc1NC(=O)Cc1noc(CSc2cc(C)c3ccccc3n2)n1	x	x	x	-0.1	4.9	x	6.0
Cc1noc(C)c1S(=O)(=O)N1CCC(C(=O)Nc2ccccn2)CC1	x	x	x	-7.6	-5.6	x	-0.6
O=c1cc(Cl)nc2ccccn12	11.2	0.5	5.1	-15.3	-5.3	-0.7	2.0
O=C(C(=Cc1ccccc1)CN1CCCCC1)c1ccccc1	-5.5	-3.4	-25.5	103.9*	x	57.8*	-5.8

Some of the entries so far, as labelled records:
Compound: Nc1nn(-c2cccc(F)n2)cc1-c1ccc(Cl)cc1
  DENV2 CPE rescue: -1.1
  CFTR F508del cor: -0.8
  INS-1E GSIS act: 2.1
  PAX8 inh HTS: -91.5
  miR122 inh: -0.1
  EWS-Fli inh: 0.5
  FN deposition inh: 2.5

Compound: Cn1cc(S(=O)(=O)NC2CCCC2)c(=O)n(C)c1=O
  DENV2 CPE rescue: -1.3
  CFTR F508del cor: -1.0
  INS-1E GSIS act: -0.9
  PAX8 inh HTS: 0.1
  miR122 inh: x
  EWS-Fli inh: -3.0
  FN deposition inh: 6.0

Later entries
SMILES	DENV2 CPE rescue	CFTR F508del cor	INS-1E GSIS act	PAX8 inh HTS	miR122 inh	EWS-Fli inh	FN deposition inh
Cc1[nH]n(-c2ccccc2)c(=O)c1N=Nc1ccccc1O	x	2.5	-8.8	65.5*	x	13.2	5.4
C[C@@H]1CN([C@H](C)CO)C(=O)c2cc(C#CC3(O)CCCC3)cnc2O[C@@H]1CN(C)C(=O)CN(C)C	1.9	-1.0	-8.0	x	1.3[16.7 µM]	-1.1	-0.4
CCOC(=O)C1CCN(C(=O)c2cc3c(C)cc(C)cc3[nH]2)CC1	u	-0.7	-24.5	-0.7	-0.4	-2.2	-3.7
CSc1ccc(NC(=O)C2(C)CCN2C(=O)c2cc(C)n(C)n2)cc1 (stereo not drawn)	-8.1	-3.7	-4.0	11.2	1.6	-8.0	-16.6
C[C@H](CO)N1C[C@H](C)[C@@H](CN(C)C)OCCCC[C@H](C)Oc2ccc(NC(=O)Cc3ccccc3)cc2C1=O	-4.7	2.5	-3.1	-6.8	-5.4[16.7 µM]	2.3	x
CC(C)C(NC(=O)c1ccc(Cl)cc1Cl)C(=O)N1CCC1 (stereo not drawn)	-1.1	2.1	x	-10.4	1.0	5.6	-7.3
Cc1ccccc1-c1nc(CS(=O)(=O)CC(=O)N2CCc3ccccc32)c(C)o1	15.9	-1.3	20.9	9.0	x	-9.4	4.4
CC(C)C(=O)N1CCN(c2ccccc2N)CC1	-1.4	-1.8	x	-36.5	-6.3	-5.0	-4.7
CCCn1c(-c2cccc(F)c2)nc2c1c(=O)[nH]c(=O)n2Cc1ccccc1	1.7	1.6	21.2	-2.2	-11.1	-3.2	-1.5
CCOC(=O)Cc1csc(NC(=O)c2cccc(Cl)c2)n1	-1.7	-0.4	x	-28.6	0.1	-7.4	8.7
CCOc1ccc(NC(C)=O)cc1[N+](=O)[O-]	-0.7	0.1	0.8	-12.2	-24.8	7.7	-2.9
COc1ccc(OC)c(-n2nnnc2SCC(=O)Nc2ccccc2OC)c1	-4.4	0.4	14.0	-7.5	5.9	5.0	-0.2
Cn1ncc([N+](=O)[O-])c1C(=O)Nc1cccc2ccccc12	-1.0	1.1	-4.5	16.8	x	3.0	2.5
O=C(COc1ccccc1[N+](=O)[O-])Nc1cccc(S(=O)(=O)NC2=NCCCCC2)c1	11.8	1.3	-4.2	-1.6	x	-6.4	4.7
O=C(NCc1ccc(F)cc1)C(c1ccco1)N(C(=O)c1csnn1)C1CC1 (stereo not drawn)	19.2	0.3	1.0	2.4	-1.7	-7.7	2.4
Cc1ccccc1NC(=O)Cn1nc(-c2ccccc2)nc1-c1ccccc1	x	x	x	4.7	-3.7	x	-4.3
c1ccc(-n2ncc3c(NCc4ccco4)ncnc32)cc1	x	x	x	-138.3	7.8	x	4.3
COc1ccccc1NC(=O)N(C)C[C@@H]1OCc2ccccc2-c2c(n(C)c3ccccc23)C(=O)N([C@@H](C)CO)C[C@@H]1C	-5.4	-1.4	-14.8	x	x	-1.8	-8.7
O=C(N[C@@H]1C=C[C@@H](CC(=O)N2CCCCC2)O[C@@H]1CO)c1cccc(F)c1	3.2	-0.2	7.4	13.1	x	1.9	x
COc1ccc(C(=O)CN2C(=O)NC3(CCCCC3)C2=O)cc1OC	-2.0	-0.2	6.6	-6.0	x	-4.5	-8.7
COC(=O)c1cc(NC(=O)CC2Oc3ccccc3NC2=O)cc(C(=O)OC)c1 (stereo not drawn)	5.6	-0.3	-5.3	9.8	x	1.3	-2.6
CCCC(C(=O)NC(C)(C)C)N(CCN1CCOCC1)C(=O)CNS(=O)(=O)c1ccccc1 (stereo not drawn)	-5.1	-1.0	4.8	-18.9	2.0	-5.6	15.0
CC(C)c1ncc(CO)n1Cc1c(Cl)cccc1Cl	-9.5	-2.3	18.1	4.9	2.0	1.4	12.5
COc1cccc(-c2ccc(C#N)c(SCC(=O)NCc3ccco3)n2)c1	-5.3	0.0	0.1	2.2	-10.2	5.9	-10.1
COc1cccc(NC(=S)N2CCN(S(=O)(=O)c3ccc(F)cc3)CC2)c1	8.2	2.6	31.0	5.1	x	x	2.8
COc1ccc2c3c([nH]c2c1)[C@@H](CO)N(C(=O)C1CCCCC1)CC31CCN(C(=O)NC(C)C)CC1	-9.6	2.2	-12.8	x	x	12.1	x
Cn1c(Cn2nnc3ccccc32)nnc1SCC(=O)NCc1ccc2c(c1)OCO2	1.3	-3.0	14.5	x	-3.0	4.5	x
CCC(=O)c1ccc(OCC(=O)OCC(=O)N2CCc3ccccc3C2)cc1	-5.6	33.2*	25.2	-15.7	-1.8	-9.6	-2.8
COc1ccccc1NC(=O)COC(=O)CCC1CCCC1	6.3	2.2	7.7	8.1	3.3	13.4	-3.5
CCOC(=O)C(Cc1c[nH]c2ccccc12)NC(=O)c1ccccc1Br (stereo not drawn)	-3.0	-4.3	-2.2	-8.9	0.3	7.1	-2.0
Cc1ccc2nc(SCC(=O)NC3CCS(=O)(=O)C3)[nH]c2c1 (stereo not drawn)	u	1.1	28.7	4.7	1.9	1.7	-15.9
O=C1NC[C@@H](CCCCN2CCN(CC3CCCCC3)C(=O)C2=O)N(Cc2ccccc2)C1=O	-9.0	0.4	8.3	3.4	x	2.3	-2.7
CC(C)(C)c1ccc2c(c1)N(CC(=O)N1CCOCC1)C(=O)CO2	-1.4	2.9	14.7	14.3	5.2	x	-5.2
CCOC1=C2[C@H](c3cccc(Cl)c3)N(S(=O)(=O)c3ccc(C)cc3)C[C@H]2n2c(=O)n(-c3ccccc3)c(=O)n2C1	4.1	-6.8	-17.3	-4.0	u	-5.0	x
O=C(O)CCCC(=O)N1N=C(c2ccco2)CC1c1ccco1 (stereo not drawn)	-6.4	-1.0	-9.0	-3.9	-1.8	5.9	6.0
COc1ccc(-c2noc3c2-c2nc(-c4cccc(C)c4)sc2CC3)cc1	9.4	-0.1	9.1	-5.9	-1.4	-1.9	-8.6
O=C1NC(=S)SC1=Cc1ccc(F)cc1	0.8	4.3	-31.2	-5.8	-2.8	-2.3	2.3
CCCC[n+]1ccn(C2=C([O-])c3ccccc3C(=O)/C2=N\S(=O)(=O)c2ccc(Br)cc2)c1	13.3	-0.2	3.6	8.0	x	20.6	-4.2
Cc1ccc(C)c(S(=O)(=O)N2CCN(C(=O)CN3C(=O)C4CC=CCC4C3=O)CC2)c1 (stereo not drawn)	-6.4	1.2	-7.2	4.7	0.5	4.1	x
CCn1cc(CN2CCN(CCc3ccccc3)C(CCO)C2)c(C)n1 (stereo not drawn)	-1.1	-1.3	9.8	-40.7	x	8.5	-1.6
COc1ccc(CNC(=O)C(C)Sc2nc3ccccc3c(=O)n2CC2CCCO2)cc1 (stereo not drawn)	9.4	0.4	2.4	13.7	-1.8	-4.1	-2.4
Cc1c(NC(=O)Nc2cc(F)c(F)cc2Cl)c(=O)n(-c2ccccc2)n1C	5.3	-1.2	-0.6	-30.1	-0.2	-15.1	5.8

Screening data from PubChem BioAssay.
